EPAC2 antag: qHTS for Antagonist of cAMP-regulated guanine nucleotide exchange factor 2 (EPAC2): primary screen; 0.18% of 360,000 active; Potency, µM (doses to about 114 µM), for inactives: top-dose activity, negative = inhibition, most hits filed as inhibitors; Rap guanine nucleotide exchange factor 4 (Homo sapiens), Q8WZA2; EPAC2 GEF exchange of Rap1B-BODIPY-GDP, fluorescence; also: % is scaled to controls: 0 for no effect and ±100 for the full control effect; nearly all actives have a fitted effect of over 45% in size; many of its hits are not listed in these tables
PTHR1 ag: qHTS for PTHR1 Agonists: Primary Screen; Potency, µM (titrated, usually from 115 µM), for the others: at the top dose activation, actives largely listed as activators; 0.075% of 410,000 active; HEK293 GP2 PTHR1 cells, GloSensor cAMP luminescence, 1 h; Parathyroid hormone/parathyroid hormone-related peptide receptor (Homo sapiens), Q03431; also: nearly all actives have a fitted effect of over 55% in size; some results filed as inactive show a strong effect at the top dose; inactives centre near -15; many of its hits are not listed in these tables
Target sequence (Q03431 whole entry, looked up): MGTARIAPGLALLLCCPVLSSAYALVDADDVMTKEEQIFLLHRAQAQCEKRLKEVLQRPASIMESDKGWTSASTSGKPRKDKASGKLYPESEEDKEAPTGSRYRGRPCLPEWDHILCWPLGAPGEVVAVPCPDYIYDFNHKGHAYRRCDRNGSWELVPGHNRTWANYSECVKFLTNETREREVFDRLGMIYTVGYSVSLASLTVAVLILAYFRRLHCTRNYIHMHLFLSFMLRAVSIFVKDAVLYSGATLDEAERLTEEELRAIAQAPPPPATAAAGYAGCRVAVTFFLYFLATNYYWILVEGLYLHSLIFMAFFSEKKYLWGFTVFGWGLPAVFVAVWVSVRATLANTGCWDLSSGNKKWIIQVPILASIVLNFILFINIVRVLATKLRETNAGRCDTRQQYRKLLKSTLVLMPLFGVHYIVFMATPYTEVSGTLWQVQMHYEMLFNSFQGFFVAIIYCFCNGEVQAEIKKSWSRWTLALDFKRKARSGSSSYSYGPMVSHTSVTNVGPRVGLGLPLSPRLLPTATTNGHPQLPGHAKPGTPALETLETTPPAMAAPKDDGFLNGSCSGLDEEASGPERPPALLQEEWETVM
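HEK-293-derived GP2 cells expressing PTHR1 and a GloSensor cAMP reporter, 3,000/well, plated overnight, given luciferin plus IBMX (each 0.5 mM as added) for 1 h at 37 °C, then compound for 1 h at 37 °C. Luminescence was read after 15 min at room temperature.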
TDP-43 yeast inh: qHTS of TDP-43 Inhibitors | TDP-43 expressing yeast growth rescue, BacTiter-Glo, 24 h | Potency, µM (highest dose often 46.1 µM), inactives show at the highest dose growth rescue (activation), usual class: activators | 1.8% of 410,000 active; also: % of control where 0% means no effect; nearly all actives have a fitted effect of over 50% in size
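Galactose-induced TDP-43 yeast, OD600=0.02, compound pinned; 24 hr, 30 deg C; BacTiter-Glo luminescence for growth. Inhibitors of TDP-43 toxicity read as activators.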
FUS suppressor: qHTS for Suppressors of FUS Proteinopathy: Primary screen using FUS-linked yeast assay. 0.24% of 390,000 active. S. cerevisiae FUS-expressing, growth rescue, OD600, 24 h. Potency, µM (titrated, usually from 76.6 µM), without a hit: at the highest dose growth rescue (activation), most hits filed as activators;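 also: plate controls were DMSO vehicle for no effect and reference control for full effect; nearly all actives have a fitted effect of over 55% in size; some results filed as inactive show a strong effect at the top dose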
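Quantitative HTS measuring growth restoration of FUS-toxic yeast. Galactose-induced cells (OD 0.005) were exposed 24hr at 30C to compounds at several concentrations, then absorbance at 600 nm was recorded.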
EPAC2 ag: qHTS for Agonist of cAMP-regulated guanine nucleotide exchange factor 4 (EPAC2): primary screen; 0.079% of 360,000 active; Rap guanine nucleotide exchange factor 4 (Homo sapiens), Q8WZA2; EPAC2 activation, biochemical qHTS; response scale: 100% = 6.5 mM cAMP response; AID 720711, 2013; Potency, µM (highest dose often 154 µM), without a hit: at the top dose activation, usual class: activators; also: nearly all actives have a fitted effect of over 50% in size
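Compounds were titrated in qHTS against a Rap1B-BODIPY-GDP (250 nM) complex with EPAC2 (100 nM) and GDP (50 uM). BODIPY-GDP release tracked at 480/540 nm over 30 min at room temperature, normalized to 6.5 mM cAMP.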
aSyn yeast inh: qHTS of alpha-syn Inhibitors. Yeast expressing alpha-synuclein, growth rescue, BacTiter-Glo, 24 h. Potency, µM (top dose mostly 46.1 µM), for the others: top-dose growth rescue (activation), usual class: activators. 0.14% of 370,000 active; also: % of control where 0% means no effect; nearly all actives have a fitted effect of over 65% in size
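Screening used galactose-induced yeast with toxic alpha-synuclein levels, exposed to compound for 24 hr at 30 deg C. Cell growth, read with BacTiter-Glo luminescence, gave the measured signal.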
EPAC1 agonist: qHTS for Agonist of cAMP-regulated guanine nucleotide exchange factor 3 (EPAC1): primary screen | EPAC1 agonist qHTS, biochemical assay; response scale: 100% = response to 6.5 mM cAMP | Potency, µM (doses to about 154 µM), for inactives: top-dose activation, usual class: activators | 0.073% of 360,000 active | AID 720707, 2013 | Rap guanine nucleotide exchange factor 3 (Homo sapiens), O95398; also: nearly all actives have a fitted effect of over 60% in size
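Nucleotide exchange by EPAC1 (100 nM) on Rap1B–BODIPY-GDP (250 nM) in the presence of 50 uM GDP is tracked fluorescently at 480/540 nm over 30 min. Signals are normalized to a 6.5 mM cAMP control.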
EPAC1 antag: qHTS for Antagonist of cAMP-regulated guanine nucleotide exchange factor 3 (EPAC1): primary screen; EPAC1 GEF assay, Rap1b-BODIPY-GDP exchange fluorescence; Potency, µM (top dose mostly 115 µM), without a hit: top-dose activity change, negative = inhibition, most hits filed as inhibitors; 0.14% of 360,000 active; AID 720709, 2013;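 also: plate controls were vehicle for no effect and positive control for full effect; nearly all actives have a fitted effect of over 50% in size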
* = called active by the depositor; i = inactive; u = inconclusive; x = no result given; & = joins results of further samples; [ ] = another dose, or the depositor's remark. Calls follow the shape of the dose curve; as a rule, active = well fitted curve in the direction sought with a large enough effect; inconclusive = small, poorly fitted or top-dose-only effect, or another doubt; inactive = no such curve, though single readings can be large; an effect the other way counts as inactive or inconclusive. Potency is read from the fitted curve at half-maximal effect. A portion of the library; count on the stated rates, not on these rows.

SMILES | EPAC2 antag | PTHR1 ag | TDP-43 yeast inh | FUS suppressor | EPAC2 ag | aSyn yeast inh | EPAC1 agonist | EPAC1 antag
CCN(CC)CCNC(=O)c1ccc(NC(=O)c2cccc(S(=O)(=O)N(C)C3CCCCC3)c2)cc1 | 1% | -7% | 10% | 20% | 7% | -4% | 6% | -10%
CCOP1(=O)OCC2OC(n3cnc4c(N)ncnc43)C(O)C2O1 (configuration not stated) | -18% | i | 0% | 14% | 29% | 1% | u | -16%
COc1ccc(NC(=O)Nc2cccc3c2O[C@H](CN(C)C(=O)NC2CCCCC2)[C@@H](C)CN([C@H](C)CO)C3=O)cc1 | 5% | i | -3% | 33% | 2% | -11% | -6% | -6%
CC1(C)NC(C)(C)c2nonc2/C1=N\O | 6% | i | -3% | -15% | -12% | -18% | -3% | 16%
CN(c1ccccc1)S(=O)(=O)c1nnc(NC(=O)C2CCCCC2)s1 | 8% | -9%&5% | 1%&26% | -5%&3% | 7% | u | 14% | -11%
C/C(=N/NC(=O)c1ccncc1)c1ccccc1 | -1% | -13% | 16% | 7% | -1% | 0% | 1% | 4%
Cc1cc(F)ccc1NC(=O)CCc1c(C)nn(-c2ccc(N3CCCCC3)nn2)c1C | 2% | i | 11% | 0% | -9% | -9% | 0% | -22%
COC(=O)C1=C(N)Oc2c(oc(CO)cc2=O)C1c1ccccc1F (configuration not stated) | 3% | i | -15% | 3% | -4% | -6% | 2% | 3%
O=C(NNC(=O)C1COc2ccccc2O1)c1cccc([N+](=O)[O-])c1 (configuration not stated) | 4% | -11% | -19% | -2% | 10% | -1% | 4% | 3%
Cc1ncc(CN2CCC(C(=O)Nc3ccc(Oc4cccnc4)cc3)CC2)cn1 | -2% | i | -21% | 23% | 15% | -9% | 5% | -21%
CCN=C1S/C(=C\c2cc(Br)c(O)c(OC)c2)C(=O)N1CC | -2% | i | 16% | -9% | 8% | 1% | 9% | 4%
Cc1[nH]nc2c1C(c1cccnc1)N(c1ccc(Br)cc1)C2=O (configuration not stated) | 0% | -17%[57.5 µM] | -15% | 11% | 8% | -8% | 4% | -6%
CCn1c(SC(C)C(=O)NCC2CCCO2)nc2ccccc21 (configuration not stated) | 10% | -15% | 0% | x | -12% | -11% | 5% | 1%
CCCc1cc(=O)oc2cc(OCC(=O)N3CCC(C(N)=O)CC3)ccc12 | 9% | -18% | -5% | -17% | -1% | -4% | -19% | 5%
CC(=O)Nc1cc(-c2ccc(F)cc2)cn2c(-c3ccc(F)cc3)cnc12 | 2% | -1% | 0% | 40% | -1% | -5% | -13% | -25%
O=C(COC(=O)c1cncc(Br)c1)NC1CCCCCC1 | -4% | -4% | -28%[1.82 µM] | 11% | 1% | 0% | 2% | 21%
CCOc1ccc(C(=O)NCC(=O)N2CCN(C/C=C/c3ccccc3)CC2)cc1OCC | 1% | -24% | -26% | 10% | 1% | -1% | 3% | 2%
CCCC(=O)Nc1nc2ccc3nc(C)sc3c2s1 | 6% | i | u | 11% | -3% | 13% | -1% | 5%
Cc1cc(C)n2nc(C(=O)OCC(=O)c3cc(C)n(CC4CCCO4)c3C)nc2n1 (configuration not stated) | 16% | i | -23%[0.397 µM] | 30% | -3% | 8% | -9% | -4%
COc1ccc(CN2CCN(C(=O)CCC(=O)Nc3nnc(C(C)C)s3)CC2)cc1F | 4% | -25% | 10% | -14% | 5% | 1% | 4% | 3%
COCc1c(C(=O)N(C)Cc2ccccc2N2CCCC2)oc2ccccc12 | -10% | i | 24% | 26% | 8% | 0% | -34% | 8%
COc1cc(NC(=O)c2cccnc2)c(Cl)cc1NC(=O)c1ccccc1 | 11% | -23% | 7% | 2% | -3% | -4% | -11% | -1%
C/C(CC(=O)Nc1ccccn1)=N\NC(=O)Cc1cccc2ccccc12 | 2% | 2%[57.5 µM] | -20% | -11% | 5% | -15% | -3% | -6%
CCOC(=O)Cn1nc(C)c(NC(=O)c2ccc([N+](=O)[O-])c(C)c2)c1C | -1% | -5% | 6% | 5% | 0% | -10% | -6% | 5%
CCCCCCCCCCOC(=O)c1csc2nnsc12 | -2% | i | 5% | 15% | 1% | -2% | 1% | 13%
CCOc1cccc(-c2cc(C(=O)N3N=C(C)CC3(O)C(F)F)c3ccccc3n2)c1 (configuration not stated) | -1% | i | 18µM* | 37% | 6% | 5% | 11% | -2%
COc1ccc(N2CCN(CC(=O)NC(=O)NCc3ccccc3)CC2)cc1 | -1% | i | -9% | x | 4% | -7% | -3% | -1%
COc1ccc(-c2csc(Cc3nnc4n3CCCCC4)n2)cc1 | 0% | -15%[57.5 µM] | -1% | 10% | 10% | 2% | 0% | -3%
CCCCNC(=O)Cn1c(=O)c2c(ncn2CCC(C)C)n(Cc2ccccc2)c1=O | -13% | -3% | -5% | 21% | -9% | 1% | -9% | 4%
Clc1nc2c(ccc3ccccc32)[nH]1 | -15% | -36%[inhibitor] | 0% | -2% | 9% | -1% | 10% | -3%
COc1ccc(NC(=O)/C(=C\c2cccs2)NC(=O)c2ccco2)cc1 | 6% | i | 15% | -18% | 3% | 1% | -3% | 3%
COc1ccc(Cl)cc1NC(=O)Nc1ccc(Br)cn1 | 5% | -5% | -6% | -1% | 7% | -1% | 0% | 0%
c1cc2c3c(cccc3c1)NC1(CCCCCC1)N2 | -10% | -7% | -12% | 11% | 0% | -4% | -5% | -29%
O=C(CN1CCN(S(=O)(=O)c2ccc(Cl)s2)CC1)N1CCOCC1 | -3% | -8% | 10% | -12% | 7% | 3% | 5% | 5%
O=C(c1cc(-c2ccc(Cl)cc2)nc2ccccc12)N1CCOCC1 | -6% | -2% | -23% | 8% | 9% | -1% | 0% | 2%
O=C1C2C(C(=O)N1c1ccccc1)N1CCCN1C2c1ccccc1 (configuration not stated) | -1% | i | 0% | 5% | 2% | 10% | -3% | -6%
N#Cc1ccc(C2=NC(C(F)(F)F)(C(F)(F)F)c3c(n(Cc4ccco4)c(=O)[nH]c3=O)N2)cc1 | 17% | -25% | -23% | 28% | 8% | x | 5% | 5%
S=C(Nc1ccccc1)N1CCN(C(=S)c2ccccc2)CC1 | -5% | -19% | 17% | 13% | 12% | 14% | 4% | -23%
O=C(c1cc2ccccc2oc1=O)N(Cc1cccc(Br)c1)C1CCS(=O)(=O)C1 (configuration not stated) | -4% | i | 2% | 17% | 5% | 4% | -2% | -13%
CNc1nc(-c2ccc3c(c2)CCN3C(=O)c2ccccc2F)c(C)s1 | -10% | i | -2%[0.397 µM] | 27% | 2% | -8% | 6% | -4%
COc1ccc(CN2C(=O)CNC2=S)cc1 | 3% | 13% | -11% | 7% | 7% | -1% | -12% | -7%
C[C@H](CO)N1C[C@H](C)[C@H](CN(C)C(=O)c2ccccc2)Oc2cc(Br)ccc2S1(=O)=O | 7% | -36% | 9% | -11% | 1% | 0% | -3% | -2%
CCn1c(=O)c2ccccc2n2c(SCC(N)=O)nnc12 | 12% | i | -6% | 4% | -1% | 8% | -1% | 8%
CN(Cc1ccccc1)C(=O)c1cccc(NC(=O)Cc2ccc(NC(=O)C3CCCN(C(=O)c4ccccc4)C3)cc2)c1 (configuration not stated) | -1% | -16% | 34% | u | 11% | 4% | 9% | -6%
O=C(/C=N/NC(=O)c1ccccc1Br)c1ccccc1 | 4% | -44%[inhibitor] | x | 12% | -1% | 13% | -5% | -12%

4 compounds already listed, sorted by heavy-atom count, smallest number first:
SMILES | EPAC2 antag | PTHR1 ag | TDP-43 yeast inh | FUS suppressor | EPAC2 ag | aSyn yeast inh | EPAC1 agonist | EPAC1 antag
COc1ccc(Cl)cc1NC(=O)Nc1ccc(Br)cn1 | 5% | -5% | -6% | -1% | 7% | -1% | 0% | 0%
CCn1c(=O)c2ccccc2n2c(SCC(N)=O)nnc12 | 12% | i | -6% | 4% | -1% | 8% | -1% | 8%
S=C(Nc1ccccc1)N1CCN(C(=S)c2ccccc2)CC1 | -5% | -19% | 17% | 13% | 12% | 14% | 4% | -23%
CN(Cc1ccccc1)C(=O)c1cccc(NC(=O)Cc2ccc(NC(=O)C3CCCN(C(=O)c4ccccc4)C3)cc2)c1 (configuration not stated) | -1% | -16% | 34% | u | 11% | 4% | 9% | -6%

The list goes on:
SMILES | EPAC2 antag | PTHR1 ag | TDP-43 yeast inh | FUS suppressor | EPAC2 ag | aSyn yeast inh | EPAC1 agonist | EPAC1 antag
CNC(=S)N(CCc1c(C)[nH]c2ccc(C)cc12)Cc1cccnc1 | 9% | i | u | -11% | 9% | -4% | -11% | 7%
Brc1ccc(-c2nnc(-c3cccnc3)c3conc23)cc1 | 4% | -8%[57.5 µM] | 0% | 16% | 1% | -2% | 0% | -15%
C=CCOn1c(=O)c(-c2ccc(OC)c(OC)c2)[n+]([O-])c2ccccc21 | -3% | -27% | 17% | 15% | 0% | 8% | 7% | 3%
CCc1nnc(NC(=O)c2sc3nc4cc(C)ccc4cc3c2N)s1 | -3% | -26% | -8% | 17% | -21% | -1% | -6% | 6%
O=C(c1ccccc1)N1CCN(S(=O)(=O)c2cccc(NS(=O)(=O)c3ccccc3)c2)CC1 | -4% | -19% | 9% | 25% | 6% | 4% | 11% | -10%
NC(=O)COC(=O)c1ccccc1Nc1ccc(SC(F)F)cc1 | -14% | i | u | 52% | 21% | -4% | -1% | u
COc1ccc(OC)c(C(=O)CCCCC(=O)c2cc(OC)ccc2OC)c1 | 8% | -9% | 27% | -24% | 18% | 5% | -10% | 8%
Cc1cc(C)nc(SCc2cnc(C)nc2N)n1 | 5% | -13% | -3% | 3% | 21% | 1% | 12% | 9%
N#Cc1ccc(C(=O)Nc2cc(-c3ccc(F)cc3)nn2-c2ccccc2)cc1 | 11% | -39%[inhibitor] | -13% | -24% | 6% | u | -26% | 11%
CC(=O)c1c(C)[nH]c(C(=O)OCC(=O)Nc2ccc(Cl)c(S(=O)(=O)N(C)C)c2)c1C | -5% | -50%[inhibitor] | -1% | 6% | 0% | 0% | -3% | 6%
CCCOc1ccc(/C=C/C(=O)N2CCOCC2)cc1 | 1% | -1% | u | u | 3% | 5% | 10% | 13%

Screening results deposited in PubChem by National Center for Advancing Translational Sciences (NCATS).
